Growth percent in the NCI-60 one-dose screen (48 h, 10 µM unless noted): 100 = growth as untreated, 0 = no growth, -100 = all killed.
NCI-H322M: NCI-H322M lung cancer; actives 2.7% (n = 80,000)
NCI-H460: NCI-H460 lung cancer; actives 6.8% (n = 82,000); AID 1794736
SW-620: SW-620 colon cancer; actives 5.2% (n = 82,000); AID 1794795
COLO 205: COLO 205 colon cancer; actives 7.3% (n = 79,000); AID 1794742
NCI-H226: NCI-H226 lung cancer. actives 3.5% (n = 79,000)
NCI-H23: NCI-H23 lung cancer | actives 4% (n = 80,000)
HT29: HT29 colon cancer. actives 7.4% (n = 81,000)
HCT-15: HCT-15 colon cancer; actives 5.2% (n = 82,000)
NCI-H522: NCI-H522 lung cancer; actives 8% (n = 78,000)
* hit, by the source's call; · = not tested or not shown; & = joins results of further samples; [ ] = remark or other dose. Rule for the calls: active = growth percent below 10; inactive = the rest.

Below each compound: NCI-H322M	NCI-H460	SW-620	COLO 205	NCI-H226	NCI-H23	HT29	HCT-15	NCI-H522
1) CC1=C(C(=O)OC(C)C)C(c2ccc3c(c2)OCO3)NC(=O)N1 (stereo unspecified)
 : 113	110	109	124	101	99	103	100	91
2) COc1cc(-c2cn(-c3ccc(Cl)cc3)c(=O)n2-c2ccccc2)cc(OC)c1OC
 : 89	79	84	63	85	77	67	78	57
3) O=C(Cc1ccccc1)C(c1ccccc1)C(c1ccccc1)c1ccccc1 (stereo unspecified)
 : 88	104	102	113	102	90	88	87	96
4) Cc1ccc(S(=O)(=O)N2C(=O)/C(=C\c3cn(S(=O)(=O)c4ccc(C)cc4)c4ccccc34)c3ccccc32)cc1
 : 102	93	95	107	98	97	90	97	50
5) CCCCCCCCC(=O)C(C)C
 : 114	102	101	106	104	106	110	106	·
6) Cc1ccccc1-n1c(C)nc2cc(N3C(=O)CSC3c3ccc(F)cc3)ccc2c1=O (stereo unspecified)
 : 113	111	106	121	99	99	97	96	82
7) CC1=C(C#N)C2=NNCC(c3ccccc3)=NN2C(c2ccccc2)=C1
 : 105	111	98	113	111	105	114	104	94
8) O=C(C=C(c1ccccc1)c1ccccc1)Oc1ccccc1
 : 115	101	96	117	109	99	93	99	·
9) COc1cc(C(=O)NN=C(C)C)cc(OC)c1OC
 : 120	104	108	102	103	97	113	100	108
10) CCS/C(Nc1ccccc1)=C(\C#N)C(=O)N/N=C/c1ccco1
 : 101	110	103	103	95	96	95	105	76
11) C=C1C(=O)O[C@H]2[C@H]1CC/C(COC(=O)CCCC(=O)OC/C1=C/CC[C@@]3(C)O[C@H]3[C@H]3OC(=O)C(=C)[C@@H]3CC1)=C\CC[C@@]1(C)O[C@@H]21
 : 90	64	-36*	-45*	-44*	29	-40*	4.3*	-80*
12) Cc1cc(C)nc(NS(=O)(=O)c2ccc(NCn3cnc4ccccc43)cc2)n1
 : 112	102	112	115	101	97	107	115	89
13) CCN(CC)CCn1cnc2c1c(=O)n(C)c(=O)n2C
 : ·	103	98	108	95	103	102	101	94
14) CCOC(=O)/C=C1\S/C(=N\Nc2ccc([N+](=O)[O-])cc2[N+](=O)[O-])N(Cc2ccccc2)C1=O
 : 98	93	71	99	93	77	86	36	69
15) O=C(CSc1nc2ccccc2c(=O)n1CCc1ccccc1)c1ccc(F)cc1
 : 101	80	93	106	95	89	92	109	87
16) CCOc1ccc2c(c1)c(C)cc(C)[n+]2CC
 : 83	109	84	65	83	43	82	112	46
17) CCOc1ccc(NC(=O)/C=C(C)/C=C/C=C(C)/C=C/C2=C(C)CCCC2(C)C)cc1
 : 97	57	106	87	87	98	98	95	72
18) Cn1nc(C(F)(F)F)cc1-c1cc(Cl)c(COc2ccc(Cl)cc2)c(-c2ccc(Cl)c(C(F)(F)F)c2)c1O
 : 6.4*	-48*	·	-83*	-40*	-47*	6.7*	-39*	-28*
19) Cc1ccccc1/C=C/C(=O)c1cccc(OCCCCOc2cccc(C(=O)/C=C/c3ccccc3C)c2)c1
 : 92	98	95	106	92	95	87	85	86
20) CC1(C)S[C@@H]2C(N3C(=O)[C@@H](c4ccccc4)NC3(C)C)C(=O)N2[C@H]1C(=O)O (stereo partly specified)
 : 99	105	99	126	99	103	109	110	125
21) CN1CCN(c2ccc3c(c2)nc(NNC(=O)c2ncccn2)c2cccn23)CC1
 : -7.6*	3.4*	-6.0*	-86*	-23*	4.5*	11	1.5*	-7.4*
22) CC(C)C1CC(=O)c2c(oc3cc(O)c(O)cc23)C1 (stereo unspecified)
 : 89	105	99	119	102	95	94	80	60
23) COc1ccc(-c2nnc(-c3c(-c4ccc(F)cc4)nc4ncccn34)o2)cc1OC
 : 94	99	109	101	99	90	101	105	92
24) CCOC(=O)C1=C(c2ccccc2)N=C2N(c3ccccc3)N=C(C(C)=O)N2C1c1ccc(Br)cc1 (stereo unspecified)
 : 95	98	97	124	96	94	85	92	95
25) O=C(CSc1nnc(-c2c[nH]c3ccccc23)n1-c1ccccc1)Nc1ccc(C(=O)/C=C/c2ccc(Cl)cc2)cc1
 : 89	88	90	90	75	62	86	59	77
26) CCC(C)C1(C)OC1C(=O)OC (stereo unspecified)
 : 92	100	100	108	111	106	99	100	96
27) CCOC(=O)c1cc2c(n1Cc1ccccc1)-c1oncc1CCC2
 : 107	97	43	69	·	88	38	46	61
28) COc1ccc(C=C2c3ccccc3-c3ccccc32)cc1
 : 72	31	19	30	69	68	14	26	14
29) c1ccn(CCc2ccncc2)c1
 : 118	108	107	109	102	105	106	100	94
30) Cc1nn(-c2ccccc2)c(Oc2ccc(Br)cc2)c1/C=N\N=c1/sc2ccccc2n1C
 : 105	88	84	101	87	88	82	83	68
31) Nc1ccc(S(=O)(=O)N(CCO)CCO)cc1[N+](=O)[O-]
 : 97	118	115	110	108	105	103	90	97
32) Cc1cc(C(C)(C)C)cc(C)c1Br
 : 121	103	104	112	111	104	113	109	·
33) CCOC(=O)c1cnn(CC(O)CC)c1NC(=O)NCc1ccccc1F (stereo unspecified)
 : 99	103	105	116	97	92	81	106	60
34) N#CC(=O)Nc1ccc(Cl)c(Cl)c1
 : 75	57	84	97	96	54	79	63	36
35) O=S(=O)(OCCOS(=O)(=O)c1ccc(Cl)cc1)c1ccc(Cl)cc1
 : 93	68	94	75	87	87	74	92	88
36) O=C(c1ccccc1)c1ccc2c(c1)CCCC2
 : 100	110	110	105	109	95	107	99	88
37) O=C(Nc1ccc(NC(=O)c2ccncc2)cc1)c1ccncc1
 : 110	112	95	·	99	98	101	104	77
38) CN1CCN(C(=O)Oc2cc3c(c4ccccc24)[C@H](CCl)CN3C(=O)c2cc3cc(OCCCN4CCC4)ccc3[nH]2)[C@H]2CSSC[C@H]21
 : -13*	1.0*	4.2*	-82*	-15*	-65*	-1.3*	-2.0*	-55*
39) COc1ccc(C2CC(c3cc(OC)c(OC)c(OC)c3)=NN2C(C)=O)cc1OCC(=O)Nc1nc2ccccc2s1 (stereo unspecified)
 : 103	94	82	100	97	90	83	89	78
40) COc1ccc([N+](=O)[O-])c(C=O)c1
 : 115	112	111	119	105	108	109	109	106

A section from the list above, for reference:
Below each compound: NCI-H322M	NCI-H460	SW-620	COLO 205	NCI-H226	NCI-H23	HT29	HCT-15	NCI-H522
22) CC(C)C1CC(=O)c2c(oc3cc(O)c(O)cc23)C1 (stereo unspecified)
 : 89	105	99	119	102	95	94	80	60
23) COc1ccc(-c2nnc(-c3c(-c4ccc(F)cc4)nc4ncccn34)o2)cc1OC
 : 94	99	109	101	99	90	101	105	92
24) CCOC(=O)C1=C(c2ccccc2)N=C2N(c3ccccc3)N=C(C(C)=O)N2C1c1ccc(Br)cc1 (stereo unspecified)
 : 95	98	97	124	96	94	85	92	95
25) O=C(CSc1nnc(-c2c[nH]c3ccccc23)n1-c1ccccc1)Nc1ccc(C(=O)/C=C/c2ccc(Cl)cc2)cc1
 : 89	88	90	90	75	62	86	59	77
26) CCC(C)C1(C)OC1C(=O)OC (stereo unspecified)
 : 92	100	100	108	111	106	99	100	96
27) CCOC(=O)c1cc2c(n1Cc1ccccc1)-c1oncc1CCC2
 : 107	97	43	69	·	88	38	46	61
28) COc1ccc(C=C2c3ccccc3-c3ccccc32)cc1
 : 72	31	19	30	69	68	14	26	14
29) c1ccn(CCc2ccncc2)c1
 : 118	108	107	109	102	105	106	100	94

Following part.
Below each compound: NCI-H322M	NCI-H460	SW-620	COLO 205	NCI-H226	NCI-H23	HT29	HCT-15	NCI-H522
41) NC(=O)c1ncn(C2OC(COP(=O)(O)O)C(O)C2O)c1N (stereo unspecified)
 : 103	103	113	130	96	105	·	108	129
42) COc1ccc(C(C)C=O)cc1 (stereo unspecified)
 : 122	108	·	115	111	106	112	94	·
43) CC(=O)n1nc(C(=O)OC(C)(C)c2ccccc2)c2ccccc21
 : 88	100	103	107	86	94	97	101	85
44) COCCCN1CCN(c2ncc([N+](=O)[O-])c(N3CCN(CCCOC)CC3)n2)CC1
 : 105	102	99	107	108	98	105	101	100
45) N#C/C(=C\c1ccc(Cl)cc1)C(N)=O
 : 100	104	102	117	111	107	107	100	98
46) COc1ccc(C2CC(c3ccc(OC)c(OC)c3)=NN2C=O)cc1 (stereo unspecified)
 : 96	102	108	113	92	93	102	89	86
47) O=C(O)CCC(CC(=O)O)C(=O)O (stereo unspecified)
 : 96	111	105	109	138	110	103	102	99
48) CC(=O)Nc1cc(Cl)c(Nc2cc(S(=O)(=O)O)c(N)c3c2C(=O)c2ccccc2C3=O)c(Cl)c1
 : 110	106	120	130	92	103	104	94	·
49) Cc1nonc1C(=O)N1CCC[C@H](C(=O)c2ccc3c4c(cccc24)CC3)C1
 : 105	99	90	124	102	87	90	97	91
50) COc1ccc(/C=C2\N=C3N(N=C(c4ccccn4)N3c3ccccc3)C2=O)cc1
 : 98	102	105	109	89	98	113	100	84
51) O=S(=O)(NCCNc1nccc(-c2c(-c3ccc(F)cc3)nc3sccn23)n1)c1ccc(F)cc1
 : 77	49	91	59	73	79	52	59	90
52) O=C(N/N=C/c1ccc(N2CCOCC2)cc1)c1cnc2n(c1=O)CCCCC2
 : 100	112	110	121	99	104	114	105	97
53) C1CCC(OCCOC2CCCCO2)OC1 (stereo unspecified)
 : 122	108	111	109	109	106	81	116	84
54) Nc1ncnc2c1ncn2C1OC(COP(O)(=S)OC2C(CO)OC(n3ccc(=O)[nH]c3=O)C2F)C(O)C1F (stereo unspecified)
 : 99	111	111	·	95	102	98	108	59
55) O=c1ccc([N+](=O)[O-])c[nH]1
 : 93&107	105&106	105&110	105&106	95&100	101&106	106&109	105&114	104&104
56) COC1OC(CO)C(N(C)C(C)=O)C1O (stereo unspecified)
 : 110	94	94	112	97	105	104	100	98
57) Cc1csc(/N=C(N)/N=C(\N)c2cnccn2)n1
 : 97	105	100	114	104	100	108	97	98
58) NC(=O)Nc1ccc2c(c1)Cc1cc(F)ccc1-2
 : ·	105	102	102	83	·	116	109	121
59) Cn1cc(-c2cc(N)n3nc(-c4cn(C)c5ncccc45)cc3n2)c2cccnc21
 : 104	79	72	44	87	-33*	-67*	-92*	77
60) O=C1CCC(NNC(=O)c2ccc([N+](=O)[O-])cc2)N1 (stereo unspecified)
 : 98	101	102	103	102	106	104	100	100
61) CCc1c(C(=O)N(CC)Cc2ccccc2)[nH]c(C)c1C(C)=O
 : 100	103	104	128	97	104	103	102	90
62) O=C(O)CCC(C(=O)O)N1C(=O)/C(=C/C(Cl)=C/c2ccccc2)SC1=S (stereo unspecified)
 : 97	104	101	112	97	98	111	106	89
63) Oc1[nH]c2ccc(Cl)cc2c1/C=c1/ccc2c(c1)N=C(c1ccc(F)cc1)N=2
 : 84	74	19	98	90	74	62	19	81
64) CC1(C)OC(=O)C(=Cc2ccccc2Cl)C(=O)O1
 : 91	104	109	113	98	106	100	92	126
65) O=C(Nc1ccc(F)cc1)ON=C1CCCCC1
 : 101[100 µM]	104[100 µM]	100[100 µM]	125[100 µM]	97[100 µM]	110[100 µM]	103[100 µM]	97[100 µM]	93[100 µM]
66) Cn1c(S(C)(=O)=O)nc(-c2ccccc2)c(C#N)c1=O
 : 105	104	109	126	110	111	115	112	105
67) CCOC(=N)c1ccccc1
 : 106	100	91	106	94	101	105	102	112
68) Nc1c2c([nH]c(=O)c1N)CCC2
 : 96	106	111	103	93	100	90	110	74
69) COc1ccc(-c2[nH]c(=S)n(C(CC3(C)NCC(=O)N3n3c(-c4ccccc4)cc(C)nc3=S)c3ccc(OC)cc3)c(=O)c2Br)cc1 (stereo unspecified)
 : 82	73	37	75	57	71	41	40	42

High-throughput results: PubChem BioAssay, NCI

Compounds were not picked by outcome; overall some 12% were active at least once.
